Bioassay records: PubChem BioAssay, The Scripps Research Institute Molecular Screening Center
PAFAH1B3 inh: PAFAH1B3 enzyme inhibitors, primary screen, biochemical, fluorescence polarization, human. Platelet-activating factor acetylhydrolase IB subunit alpha1 (Homo sapiens), Q15102. recombinant PAFAH1B3, FP-rhodamine probe. inhibition, % at 3.39 µM. actives 0.28% (n = 340,000). AID 492972, 2010;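 active means inhibition above the screen-wide average of all tested compounds plus 3 SD, cut at about 25% in these data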;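 further: 0% = enzyme with DMSO only and 100% = wells lacking PAFAH1B3 protein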
PAD4 inh: human PAD4 inhibitors, primary screen, biochemical, fluorescence polarization, 1536-well format. actives 0.41% (n = 330,000). inhibition, % at 6.36 µM. Protein-arginine deiminase type-4 (Homo sapiens), Q9UM07. recombinant PAD4, RCA probe fluorescence polarization. AID 485272, 2010;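 active means percent inhibition above a cutoff equal to the mean of all tested compounds plus 3 SD, cut at about 15% in these data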;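 further: 0% = PAD4 with RCA probe and DMSO and 100% = probe without PAD4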
LYPLA1 inh: LYPLA1 inhibitors, primary screen, counter-screen for PME1 inhibitor project, biochemical, fluorescence polarization, FP-Rh probe ABPP; inhibition, % at 5.9 µM; recombinant LYPLA1; actives 0.16% (n = 320,000); Acyl-protein thioesterase 1 (Homo sapiens), O75608;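 active means inhibition above the mean of all tested compounds plus 3 SD, set per campaign, cut at about 14% in these data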;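 further: inhibitors block serine hydrolase probe labeling of LYPLA1 so polarization falls; 0% = enzyme with DMSO and 100% = wells lacking LYPLA1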
GSTO1 counter: inhibitors of recombinant GSTO1, primary screen, counter-screen for RBBP9 inhibitor project, biochemical, fluorescence polarization. Glutathione S-transferase omega-1 (Homo sapiens), P78417. activity-based probe fluorescence polarization. inhibition, % at 5.96 µM. actives 1.1% (n = 300,000);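 active means inhibition above the campaign mean inhibition plus 3 SD, cut at about 35% in these data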;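 further: 0% = GSTO1-1 with DMSO and 100% = wells lacking GSTO1-1 enzyme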
Target sequence (P78417 whole entry, looked up): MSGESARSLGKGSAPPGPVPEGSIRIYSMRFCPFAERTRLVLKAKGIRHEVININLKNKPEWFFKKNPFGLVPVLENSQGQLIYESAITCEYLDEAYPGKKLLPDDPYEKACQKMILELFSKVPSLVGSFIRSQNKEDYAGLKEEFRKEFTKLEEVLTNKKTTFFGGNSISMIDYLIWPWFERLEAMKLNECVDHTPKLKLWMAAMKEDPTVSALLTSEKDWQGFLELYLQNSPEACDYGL
PREPL inh: PREPL enzyme inhibitors, primary screen, biochemical, fluorescence polarization. Prolyl endopeptidase-like (Homo sapiens), Q4J6C6. recombinant PREPL, fluorescence polarization activity-based probe. inhibition, % at 5.96 µM. actives 0.68% (n = 320,000). AID 2751, 2010; in the data active means inhibition above about 43%;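 further: 0% = enzyme with DMSO and 100% = wells lacking enzyme; many of its hits are not listed in these tables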
PME-1 primary: PME-1 inhibitors via competitive probe labeling, primary screen, biochemical, fluorescence polarization, FP-Rh probe, HTS; Protein phosphatase methylesterase 1 (Homo sapiens), Q9Y570; recombinant PME-1; inhibition, % at 5.9 µM; actives 0.53% (n = 320,000);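 active means inhibition above the campaign mean of all compounds plus 3 SD, cut at about 26% in these data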;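 further: competitive labeling of PME-1 active site by serine hydrolase directed probe; 0% = PME-1 with DMSO and 100% = wells lacking PME-1 enzyme; inhibitors block probe labeling so polarization falls and inhibition rises; many of its hits are not listed in these tables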
pPAFAH FP inh: pPAFAH enzyme inhibitors, primary screen, biochemical, fluorescence polarization, human; Platelet-activating factor acetylhydrolase (Homo sapiens), Q13093; recombinant pPAFAH, FP-rhodamine probe fluorescence polarization; inhibition, % at 3.39 µM; actives 1.5% (n = 330,000); AID 463082, 2010;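 active means inhibition above the mean inhibition across the screen plus 3 SD, cut at about 25% in these data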;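 further: inhibitors block binding of the rhodamine activity-based probe so polarization drops; 0% = enzyme with DMSO and 100% = wells lacking pPAFAH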
Target sequence (Q13093 whole entry, looked up): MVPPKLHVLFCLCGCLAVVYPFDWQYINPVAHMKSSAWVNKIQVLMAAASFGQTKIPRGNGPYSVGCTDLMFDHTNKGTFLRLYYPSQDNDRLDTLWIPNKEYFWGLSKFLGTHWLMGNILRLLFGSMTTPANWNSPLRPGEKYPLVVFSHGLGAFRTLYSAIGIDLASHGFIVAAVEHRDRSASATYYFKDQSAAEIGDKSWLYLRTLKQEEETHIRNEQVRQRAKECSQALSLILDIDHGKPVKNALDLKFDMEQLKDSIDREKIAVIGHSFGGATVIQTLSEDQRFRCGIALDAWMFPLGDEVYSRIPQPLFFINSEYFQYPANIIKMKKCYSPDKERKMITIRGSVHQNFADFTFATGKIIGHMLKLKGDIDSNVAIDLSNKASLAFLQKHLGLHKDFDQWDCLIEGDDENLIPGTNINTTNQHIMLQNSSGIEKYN
PAFAH1B2 FP inh: PAFAH1B2 enzyme inhibitors, primary screen, biochemical, fluorescence polarization, human | recombinant PAFAH1B2, FP-rhodamine activity probe | Platelet-activating factor acetylhydrolase IB subunit alpha2 (Homo sapiens), P68402 | actives 1.2% (n = 340,000) | AID 492953, 2010 | inhibition, % at 3.39 µM;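 active means inhibition above the mean of all tested compounds plus 3 SD, cut at about 24% in these data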;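 further: 0% = enzyme with DMSO and 100% = wells lacking PAFAH1B2; many of its hits are not listed in these tables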
LYPLA2 inh: LYPLA2 inhibitors, primary screen, counter-screen for PME1 inhibitor project, biochemical, fluorescence polarization, FP-Rh probe ABPP | actives 0.38% (n = 320,000) | recombinant LYPLA2 | inhibition, % at 5.9 µM | AID 2177, 2009 | Acyl-protein thioesterase 2 (Homo sapiens), O95372;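 active means inhibition above the screen-wide mean plus 3 SD, limit set per campaign, cut at about 26% in these data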;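 further: 0% = LYPLA2 with DMSO and 100% = wells lacking LYPLA2 enzyme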
Target sequence (O95372 whole entry, looked up): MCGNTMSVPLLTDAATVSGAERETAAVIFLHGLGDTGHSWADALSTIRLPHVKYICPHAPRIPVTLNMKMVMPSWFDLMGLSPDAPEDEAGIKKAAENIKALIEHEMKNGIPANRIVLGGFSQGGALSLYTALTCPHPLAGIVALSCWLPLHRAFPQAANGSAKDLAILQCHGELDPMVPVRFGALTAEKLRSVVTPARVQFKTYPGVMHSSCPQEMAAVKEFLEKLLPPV
Numbers without * were called inactive; . = not tested or not shown. This is a subset; rates above refer to the full screens.

SMILES | PAFAH1B3 inh | PAD4 inh | LYPLA1 inh | GSTO1 counter | PREPL inh | PME-1 primary | pPAFAH FP inh | PAFAH1B2 FP inh | LYPLA2 inh
O=C(c1cc2cc3ccc(Cl)cc3nc2o1)N1CCC2(CC1)OCCO2 | -1 | 2 | -1 | 6 | 8 | 2 | 13 | 2 | -2
CC1CCCCC1NC1CCN(C)CC1 (centres undefined) | 13 | -1 | -4 | 12 | 0 | 3 | 0 | 0 | -1
COc1ccc(N/N=C/c2c(O)n(-c3ccc(C)c(C)c3)c(=O)[nH]c2=O)cc1 | 6 | 3 | -3 | 12 | 2 | 9 | 6 | 7 | -8
Nc1cc(Cl)cc(C(=O)O)c1Cl | 4 | -4 | 0 | . | -2 | -2 | 0 | 4 | -3
O=C1CCCN1c1ccc(S(=O)(=O)O)cc1 (tested in a mixture with another compound) | 6 | 1 | 1 | -5 | -3 | 2 | -1 | 4 | 0
C1=CC(Cc2cncs2)c2ccccc21 (centres undefined) | 14 | -4 | -2 | . | -8 | -4 | 9 | 5 | -3
Cc1ccc(C(C)C)c(OCC(=O)N2CCN(Cc3nc4cc([N+](=O)[O-])ccc4n3C)CC2)c1 | 4 | 0 | 0 | 2 | 3 | 18 | 8 | -3 | -2
CCC(=O)O[C@@H]1[C@@H](OC(C)=O)[C@@]2(O)C(C[C@H](O)C2(C)C)[C@](C)(O)[C@H]2CC[C@@H]3[C@@H](O)[C@]12C[C@@]3(C)O (some centres undefined) | 5 | -1 | -1 | 9 | 7 | 0 | -2 | 8 | -2
O=c1[nH]c(=O)n(C2CCCCC2)c(O)c1/C=N/N1CCCCC1c1cccnc1 (centres undefined) | 0 | 2 | -2 | 1 | 3 | 0 | 4 | 6 | 1
CC1=NOC2(C)Nc3ncnn3C(c3ccccc3)C12 (centres undefined) | 6 | -8 | 1 | -3 | 3 | 2 | 4 | 1 | 1
CNCCc1c(C)n[nH]c1C | 0 | -1 | -1 | 1 | -5 | -1 | 5 | 0 | -2
C=CCn1c(O)c(C(C)=Nc2ccc3c(c2)CCC3)c(=O)[nH]c1=O | 1 | -4 | 1 | -1 | 12 | 0 | 0 | -1 | 5
CC12CN3CN(C1)CC(C)(C3)C2=NO | 2 | -2 | 4 | -1 | 1 | -1 | -5 | 2 | 3
Cc1ccc(CN(Cc2ccccc2)C(=S)NCC(=O)N2CCC3(CC2)OCCO3)o1 | 3 | -7 | 0 | 4 | 14 | -12 | 0 | 3 | 2
CCC(=O)c1ccc(OCC(=O)N2CCN(CC(=O)Nc3ccccc3C(F)(F)F)CC2)cc1 | 5 | -2 | . | . | 5 | . | 3 | 6 | .
O=C(N/N=C/c1c(O)n(-c2ccccc2)c(=O)[nH]c1=O)c1ccncc1 | 8 | 0 | -4 | 9 | 9 | -2 | 2 | 1 | -10
COc1ccc2[nH]c(C)c(CCNCc3cn(C)c4ccccc34)c2c1 | 13 | 2 | -2 | . | 70* | 1 | -1 | 3 | -3
O=C(c1ccc2c(=O)n(Cc3ccc4c(c3)OCO4)c(=S)[nH]c2c1)N1CCC2(CC1)OCCO2 | 6 | -1 | -2 | 5 | 6 | 7 | -3 | 0 | 2
O=C(c1ccc(Cl)cc1)C1CCCN(Cc2ccc3c(c2)OCCO3)C1 (centres undefined) | -2 | -6 | 2 | 0 | -33 | 0 | 5 | 2 | 4
Cc1ccc2c(c1)C1CN(C)CCC1N2C(=O)COc1ccc(S(=O)(=O)N2CCOCC2)cc1 (centres undefined) | 3 | -2 | 0 | -4 | 2 | -4 | 4 | -1 | 5

Structures shown so far with an aryl methoxy group (2):
SMILES | PAFAH1B3 inh | PAD4 inh | LYPLA1 inh | GSTO1 counter | PREPL inh | PME-1 primary | pPAFAH FP inh | PAFAH1B2 FP inh | LYPLA2 inh
COc1ccc(N/N=C/c2c(O)n(-c3ccc(C)c(C)c3)c(=O)[nH]c2=O)cc1 | 6 | 3 | -3 | 12 | 2 | 9 | 6 | 7 | -8
COc1ccc2[nH]c(C)c(CCNCc3cn(C)c4ccccc34)c2c1 | 13 | 2 | -2 | . | 70* | 1 | -1 | 3 | -3

(list continues)
SMILES | PAFAH1B3 inh | PAD4 inh | LYPLA1 inh | GSTO1 counter | PREPL inh | PME-1 primary | pPAFAH FP inh | PAFAH1B2 FP inh | LYPLA2 inh
CCC(=O)c1cn(Cc2ccc(C#N)cc2)c2ccccc12 | 3 | -2 | 2 | 2 | -15 | 12 | 4 | 5 | 7
CN1CCN(Cc2cn3cccnc3n2)CC1 | 5 | -1 | -1 | 0 | 10 | 3 | 1 | 2 | -3
N#CC1(c2ccccc2)CCN(C2CC(=O)N(c3cccc(F)c3)C2=O)CC1 (centres undefined) | 12 | -6 | -3 | 10 | 12 | -3 | 2 | 4 | -1
C[N+]1(C)C2CC[C@H]1CC(OC(=O)C(CO)c1ccccc1)C2 (some centres undefined) | 1 | -3 | 0 | 4 | 13 | -5 | -2 | 1 | 7
CCOC(=O)c1c(C)n(Cc2ccc3c(c2)OCO3)c2ccc(O)cc12 | 9 | -1 | -1 | 3 | 17 | 17 | 10 | -2 | 3
CCCCC(=O)N/N=C/c1c(O)n(CCC2=CCCCC2)c(=O)[nH]c1=O | . | 0 | 0 | -7 | 5 | 4 | 3 | . | 3
COC(=O)C1=C(c2ccccc2)C[C@@H]2CC[C@H]1N2C(=O)N1CCC(C)CC1 | 3 | 2 | -1 | 6 | 5 | 1 | 5 | 3 | 4
Cc1cc(C)c(C(=O)N2CCC3(CC2)OCCO3)c(C)c1 | 12 | -5 | 0 | -3 | 8 | 2 | -2 | 3 | 1
COC(=O)C1=C(c2ccc(OC)c(OC)c2)C[C@@H]2CC[C@H]1N2C(=O)NCCOc1ccc(OC)cc1 | 6 | 5 | 1 | . | 10 | -5 | 0 | 7 | 5
O=C(c1ccccc1F)N1CCC2(CC1)OCCO2 | 5 | -3 | 2 | 7 | -8 | -1 | -1 | 1 | 0
CCOc1cccc(CNC2CN3CCC2CC3)c1 (centres undefined) | -1 | -3 | 3 | 1 | 12 | 3 | -1 | -1 | 2
Clc1cccc(Cl)c1CN1CCN(c2ccccc2)CC1 | 7 | 2 | 1 | 0 | 4 | 4 | 3 | 0 | -7
CSc1ccc(C(c2c(O)c3ccccc3oc2=O)c2c(C)n(C)n(-c3ccccc3)c2=O)cc1 (centres undefined) | 11 | 2 | 0 | -2 | 3 | 4 | 6 | 3 | 5
CC(C)NCC(O)c1ccc(C2CCCC2)cc1 (centres undefined) | 6 | -3 | -2 | -1 | -2 | 1 | 0 | 1 | 2
COc1ccccc1NC1=NCCS1 | 6 | -2 | -1 | -1 | 4 | -1 | 0 | 6 | 9
NCCNc1ccc([N+](=O)[O-])c2cccnc12 | 3 | -11 | 1 | 13 | 5 | -3 | 0 | -1 | 2
COc1ccc2c(c1O)C13CCN(C)C(C2)C1CCC(=O)C3 (centres undefined) | . | 2 | 3 | 2 | 10 | 1 | 1 | . | -1
CSc1ncc(CN2CCCC(C(=O)c3ccccc3SC)C2)cn1 (centres undefined) | 5 | -2 | -2 | -1 | -12 | 3 | 2 | 4 | -1
Cc1ccc(-c2cc(-c3ccccc3)cc(-c3ccccc3)[n+]2-c2ccc(C(=O)O)cc2)cc1 | 6 | -2 | -3 | 3 | 16 | 2 | 38* | 9 | 1
O=C(COC(=O)Cc1ccccc1)Nc1ncc(Cl)cc1Cl | 4 | -2 | 3 | 0 | 0 | -1 | 35* | -2 | 4
CO[C@H]1C=C2CCN(C)[C@H]2C2c3cc4c(cc3C(=O)O[C@@H]21)OCO4 (some centres undefined) | 4 | -3 | -2 | 6 | -4 | 2 | 1 | 2 | 1
O=C(c1cccc(C(F)(F)F)c1)C1CCCN(Cc2ncc[nH]2)C1 (centres undefined) | . | -5 | 1 | 5 | 6 | 4 | -1 | . | -3
COc1ccc(CC2C(=O)N(C)C(=O)N(C)C2=O)c(OC)c1 | 8 | -2 | -3 | 10 | -1 | -5 | 0 | 1 | -2
CCCCn1c(O)c(C(CC)=NCc2ccc(F)cc2)c(=O)[nH]c1=O | -2 | -1 | 5 | 1 | 39 | 5 | 1 | 6 | 8
CCOC(=O)C(O)(c1ccc(NC(=O)c2ccc(Cl)c(Cl)c2)cc1)C(F)(F)F (centres undefined) | -4 | -1 | -15 | -12 | 1 | -17 | 3 | -4 | -25
COc1ccc(O)c(CN2CCCC(C(=O)c3sccc3C)C2)c1 (centres undefined) | 4 | 1 | 2 | 14 | -7 | 5 | 1 | 5 | 6
COc1cc([C@@H]2c3cc4c(cc3[C@@H](OC)[C@H]3COC(=O)[C@H]23)OCO4)cc(OC)c1O | 7 | -4 | 3 | 1 | 1 | -2 | 4 | -1 | 2
COc1ccc2c(c1OC)C(=O)O[C@H]2[C@@H]1c2cc3c(cc2CCN1C)OCO3 | -6 | -7 | 0 | -1 | -6 | -7 | 3 | -3 | 2
CSCCC(N=Cc1c(O)n(-c2ccc(F)cc2)c(=O)[nH]c1=O)C(=O)OC(C)(C)C (centres undefined) | 6 | 3 | 4 | 7 | 12 | -1 | 1 | 1 | 6

Seven compounds picked at random from those above:
SMILES | PAFAH1B3 inh | PAD4 inh | LYPLA1 inh | GSTO1 counter | PREPL inh | PME-1 primary | pPAFAH FP inh | PAFAH1B2 FP inh | LYPLA2 inh
CO[C@H]1C=C2CCN(C)[C@H]2C2c3cc4c(cc3C(=O)O[C@@H]21)OCO4 (some centres undefined) | 4 | -3 | -2 | 6 | -4 | 2 | 1 | 2 | 1
COc1cc([C@@H]2c3cc4c(cc3[C@@H](OC)[C@H]3COC(=O)[C@H]23)OCO4)cc(OC)c1O | 7 | -4 | 3 | 1 | 1 | -2 | 4 | -1 | 2
COc1ccc(CC2C(=O)N(C)C(=O)N(C)C2=O)c(OC)c1 | 8 | -2 | -3 | 10 | -1 | -5 | 0 | 1 | -2
COc1ccc2c(c1OC)C(=O)O[C@H]2[C@@H]1c2cc3c(cc2CCN1C)OCO3 | -6 | -7 | 0 | -1 | -6 | -7 | 3 | -3 | 2
COc1ccc(O)c(CN2CCCC(C(=O)c3sccc3C)C2)c1 (centres undefined) | 4 | 1 | 2 | 14 | -7 | 5 | 1 | 5 | 6
CSCCC(N=Cc1c(O)n(-c2ccc(F)cc2)c(=O)[nH]c1=O)C(=O)OC(C)(C)C (centres undefined) | 6 | 3 | 4 | 7 | 12 | -1 | 1 | 1 | 6
O=C(c1cccc(C(F)(F)F)c1)C1CCCN(Cc2ncc[nH]2)C1 (centres undefined) | . | -5 | 1 | 5 | 6 | 4 | -1 | . | -3
